Pf Dd2 growth: qHTS Primary assay for Inhibitors of Plasmodium falciparum Dd2 growth in vitro; P. falciparum Dd2 growth, SYBR Green, 72 h; Potency, µM (top dose mostly 28.9 µM), inactives show at the highest dose activity, negative = inhibition, actives largely listed as inhibitors; actives 4.3% (n = 120,000); active = well fitted inhibition curve with a large enough effect; inconclusive = small, poorly fitted or top-dose-only effect; inactive = no such curve, though single readings can be large or run the other way;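 also: plate controls were DMSO vehicle for no effect and reference drug for full effect; nearly all actives have a fitted effect of over 65% in size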
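Infected erythrocytes (Dd2, 0.3% parasitemia, 2.5% hematocrit final) are added to compound in RPMI-1640/Albumax II medium, grown 72 h at 37C in low oxygen, then lysed with saponin/Triton-X containing SYBR Green and read by fluorescence.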
Numbers without * were called inactive; i = inactive; ? = inconclusive; [ ] = dose if it differs, or a comment. Potency is read from the fitted curve at half-maximal effect. This is a subset (hit frequency here may not be typical).

SMILES	Pf Dd2 growth
COCCn1nc2n(c1=O)CCN(Cc1ccc3[nH]ccc3c1)CC2	72%[activator]
O=C(c1ccc(=O)[nH]c1)N1CCC2(CCCN(Cc3ccccc3F)C2=O)C1 (configuration not stated)	-7%
Cc1cc(C)c(NC(=O)C(=O)NCCc2csc(-c3ccc(F)cc3)n2)c(C)c1	21%
CN1CCN(c2ncccc2CNC(=O)[C@H]2[C@@H]3C=C[C@@]4(CN(C)C(=O)[C@@H]24)O3)CC1	6%
O=C(NCCc1noc(C2CCCC2)n1)c1cc(F)c(F)cc1Cl	21%
COCC(=O)N[C@H]1C[C@@H](CO)N(Cc2ccc(C#N)cc2)C1	i
O=C1COc2ccc(Nc3cccnc3)nc2CN1Cc1ccc(C(F)(F)F)cc1	?
CN(C)CCNC(=O)CN1C(=O)COc2ccc(S(=O)(=O)N3CCCC3)cc21	3%
O=[S+]1([O-])NCC2(CCN(CC3CC3)C2)Oc2ncccc21 (configuration not stated)	4%
CN1C(=O)[C@H]2CN(Cc3ccc(C#N)cc3)C[C@H]2C1=O	?
CN(CC1CCOC1)C(=O)NCCc1ccccc1 (configuration not stated)	2%[5.79 µM]
Cc1cc(Cl)ccc1OCC(=O)N1CCC2(CC1)CC(O)CCO2 (configuration not stated)	?
c1ccc(C2CNC2)cc1	-16%[76.6 µM]
CN(C)c1ccc(CN[C@H]2C[C@H]3C(=O)NC[C@@H](CCC(=O)N4CCC(O)CC4)N3C2)cc1	33%[activator]
CC1CCCN(CCCNC(=O)c2ccc3c(c2)N(Cc2ccc(Cl)cc2)C(=O)c2ccccc2S3(=O)=O)C1 (configuration not stated)	i
Cc1ccc(C)c(NC(=O)CSc2c(C)cnc3c2c(=O)n(C)c(=O)n3C)c1	3%
Cc1cc(C)cc(NC(=O)C2CCN(C(=O)c3cnn(-c4ccccc4)c3-n3cccc3)CC2)c1	10%
CCn1nc(C)c2c(-c3ccccc3)cc(=O)n(C(C)C(=O)Nc3cccc(F)c3)c21 (configuration not stated)	0%
O=C(NC1CCCN(c2cc(-c3ccccc3)[nH]n2)C1)c1ccc(F)cc1Cl (configuration not stated)	-9%
CN1CC2CN(C(=O)NCc3ccc(F)cc3)CC(C1)O2	?
COc1ccc(OCc2nc(C)c(CCO)c(=O)n2CC(=O)Nc2cccc(Cl)c2)cc1	-8%
Cc1ccc(NC(=O)c2ccc3c(c2)N(S(C)(=O)=O)CC3)c(C)c1	i
Fc1ccc(OC2CN(Cc3ccc(C(F)(F)F)cc3)C2)c(F)c1	-8%
O=C(NCCC1=CCCCC1)c1cc2c(s1)CN(C1CCCC1)C2	18%
O=C(Nc1ccc2oc(-c3cccnc3)nc2c1)c1ccc(-c2cccc(Cl)c2)o1	-21%
O=C(NCc1ccccc1)c1cnc2n1CCN(Cc1ccccn1)CC2	21%[44.1 µM]
CCN(CC)CCCNc1sc(S(=O)(=O)c2ccccc2)nc1S(=O)(=O)c1ccc(Cl)cc1	5.6µM*
Cc1ccccc1OCC(=O)Nc1ccc2nc(SCc3ccccc3)sc2c1	36%[activator]
COC(=O)c1ccc(Cl)cc1NC(=O)N(Cc1ccc(C)o1)C1CCN(C(C)=O)CC1	-21%
Cc1ncc2c(n1)C[C@@H]1CC[C@H]2N1C(=O)Nc1ccccc1F	-9%
CC1=C(C(=O)Nc2ccc(Cl)cc2)C(c2ccccc2C)n2ncc(C(=O)Nc3ccc(C)cc3)c2N1 (configuration not stated)	?
COc1ccc(CNC(=O)CN2C(=O)CSc3ccc(S(=O)(=O)N4CCOCC4)cc32)c(OC)c1	-22%
O=C(NC1CCc2ccccc21)C1CCN(C(=O)c2ncn3c2COC(c2ccccc2)C3)CC1 (configuration not stated)	i
O=C(CN1CCCC1=O)N[C@H]1CN(Cc2ccccc2F)C[C@@H]1C1CC1	-2%
O=C1CN(Cc2ccc(-c3cccs3)cc2)CCN1c1ccc(Cl)nn1	-19%
CNC(=O)N1CCC(C2CCN(C(=O)CCn3cccn3)C2)CC1 (configuration not stated)	20%
COc1ccc([C@H]2C[C@@H](O)[C@@H](O)[C@@H]2NS(=O)(=O)c2ccc(C#N)cc2)cc1	9%[44.1 µM]
CN(C)C(=O)CN1C(=O)CO[C@H](c2ccc(NC(=O)c3ccccc3)cc2)[C@H]1CO	18%[44.1 µM]
CN(C)Cc1nnc(C2CC(NC(=O)c3ccc4c(c3)CCO4)C2)n1C (configuration not stated)	-3%
COc1ccccc1CNC(=O)C1N(C(C)C)C(=O)C12CCCC2 (configuration not stated)	0%
O=C(Cc1cccs1)N1CCC2(CC1)CC(N(Cc1ccc(F)cc1)C1CC1)CCO2 (configuration not stated)	?
COc1ccc(C2CC(=O)c3cnc4c(-c5ccc(F)cc5)c(C)nn4c3C2)cc1OC (configuration not stated)	0%
Cc1nnc(-c2cc(C(=O)NC3CCOCC3)ccn2)n1CCc1ccccc1	i
Cc1ccc(C)c(CN2C(=O)c3ccccc3S(=O)(=O)c3ccc(C(=O)Nc4cc(F)ccc4F)cc32)c1	?
CCC(CC)c1nn2c(=O)cc(COc3ccc(NC(=O)c4ccccc4C)cc3)nc2s1	-29%
COc1ccc(Br)cc1CNC(=O)CN1C(=O)CCCc2ccccc21	?
COc1cccc(CNC(=O)c2c(C)noc2-c2ccccc2OC)c1	i
COc1cccc(Nc2ncc(-c3cccnc3)c3c2OCC3)c1	?
O=C(CN1C(=O)NC(c2ccc(Cl)cc2)C2=C1COC2=O)NCc1ccccc1Cl (configuration not stated)	i
COc1ccc(OC)c(CNC(=O)C2Cn3cccc3C(=O)N2)c1 (configuration not stated)	51%[activator]
Cc1ccc(CNC(=O)c2ccc3c(c2)NC(=O)C(CS(=O)(=O)Cc2cccc(F)c2)N3)cc1 (configuration not stated)	-21%
Cc1ccc(NC(=O)C(Cc2ccccc2)NS(=O)(=O)c2ccc3c(c2)c(=O)n(C)c(=O)n3C)cc1 (configuration not stated)	?
O=C(c1ccoc1)N1CCC(c2nc(-c3ccccc3)no2)C1 (configuration not stated)	-3%[5.79 µM]
CC(C)Cc1nn2c(=O)cc(COC(=O)c3ccccc3NC(=O)c3ccccc3)nc2s1	44%[activator]
O=C(O)CCC(=O)N[C@H]1CCN2C(=O)c3cc(-c4cccs4)ccc3NC(=O)[C@H]12	-24%[44.1 µM]
Cc1cc(=O)[nH]c(NCCNc2cc(C3CC(N)C3)nc(N(C)C)n2)n1 (configuration not stated)	-13%
Cc1nc2ccn(Cc3cccnc3)c(=O)c2cc1C(=O)NCc1ccccc1	159%[activator][5.79 µM]
COc1ccc(CCNC(=O)CN2C(=O)COc3ccc(C)cc32)cc1OC	9%
Cc1cc(OC2CN(Cc3ccnn3C)C2)ccc1F	i
O=C(Cc1ccsc1)Nc1ccc2c(c1)CCC(=O)N2	-6%

Additional results follow.
SMILES	Pf Dd2 growth
Cc1ccccc1OCc1cc(=O)n2c(-c3ccccc3)csc2n1	i
CC(C)(C)C(=O)CSc1nc2ccsc2c(=O)n1Cc1ccccc1Cl	?
CN(C(=O)c1ccccc1Cl)C1CCc2ccccc21 (configuration not stated)	-13%[44.1 µM]
CC(CN)(CN1CCOCC1)c1ccccn1 (configuration not stated)	?
Cc1ccsc1CN(C(=O)c1ccc(OCC(C)C)cc1)C1CCS(=O)(=O)C1 (configuration not stated)	0%
CNC(=O)C1(N2CCC[C@H]2C(=O)NCCOC)CCCCC1	3%[44.1 µM]
NC(=O)C1(c2nc(-c3ccncc3)nn2-c2ccc3c(c2)OCCO3)CC1	-14%
CC1=C[C@@H](CNCCN(C)C)[C@H](C(C)C)C[C@H]1Cc1nnc(-c2ccc(C)cc2)o1	2.2µM*
CNC(=O)[C@H]1C[C@H](Oc2ccccc2)CN1C(=O)c1cc(-c2ccc(F)cc2)n[nH]1	-18%
COc1ccc(-n2ccnc(NCc3cccs3)c2=O)cc1OC	42%[activator]
N#Cc1ccccc1NC(=O)CSc1nnc(N)s1	35%[activator]
O=C(C[C@H]1NC(=O)c2ccccc2NC1=O)Nc1nnc(C2CCCO2)s1 (some centres not stated)	i
CC(=O)N1CCC2(CC1)CN(C(=O)NC(C)C)Cc1ccccc1O2	9%
CCN1C(=O)CCc2cc(NC(=O)c3cc(F)cc(F)c3)ccc21	i
CCCNC(=O)Cc1ccc(N(Cc2ccc(OC)cc2)C(=O)c2ccco2)cc1	i

Part of the list above, with each value named.
> CC(CN)(CN1CCOCC1)c1ccccn1 (configuration not stated)
  Pf Dd2 growth: ?

> COc1ccc(-n2ccnc(NCc3cccs3)c2=O)cc1OC
  Pf Dd2 growth: 42%[activator]

> CCCNC(=O)Cc1ccc(N(Cc2ccc(OC)cc2)C(=O)c2ccco2)cc1
  Pf Dd2 growth: i

> Cc1ccccc1OCc1cc(=O)n2c(-c3ccccc3)csc2n1
  Pf Dd2 growth: i

The results go on:
SMILES	Pf Dd2 growth
O=C(C1CCN(c2cnn(CC3CC3)c(=O)c2)C1)N1CCc2ccccc2C1 (configuration not stated)	?
O=C(CCn1cnnn1)N1CCCC(CCc2cccc(C(F)(F)F)c2)C1 (configuration not stated)	-16%
Cc1cccc(C)c1-n1ncc(C(=O)NC2CCCC2)c1C1CCN(C(=O)OC(C)(C)C)CC1	?
CCn1c(C(=O)Nc2c(C)cccc2C)cc2sc(Cl)cc21	24%
Cc1n[nH]c(C)c1CN1CCC2(CC1)CN(Cc1ccccc1)CC2CO (configuration not stated)	-5%
c1ccc(-c2cn(-c3ccccc3)c3ncnc(N4CCN(c5ccccc5)CC4)c23)cc1	?
Cc1noc(C)c1S(=O)(=O)NCCc1ncc(C)n1C1CC1	-3%
CC(=O)Nc1cc(C(=O)NCc2ccc(F)cc2)ccc1Sc1ccc(C)cc1	-15%
CCNC(=O)N1CCCCCC1CN1CCCC1 (configuration not stated)	-27%
Cn1ncc(N2CCC(CNC(=O)c3cccc(CO)n3)C2)cc1=O (configuration not stated)	i
Cc1ccc(NC(=O)C(CC(C)C)N2Cc3ccccc3C2=O)cc1F (configuration not stated)	-8%
COc1ccc(CCNC(=O)c2ccc3c(c2)nc2n3CCC(C)C2)cc1OC (configuration not stated)	1%
COc1ccccc1CC(=O)N1CCC2(CC1)N=C(c1ccccc1)NO2	-19%
OCc1cnc(SCc2cccc(F)c2)n1Cc1ccc(F)cc1	-3%
O=C1[C@@H]2C[C@@H](CN2Cc2ccccn2)Oc2ccccc2N1CC1CC1	i
O=C1Nc2ccc(Br)cc2C(=O)N2CC[C@H](NS(=O)(=O)c3cccs3)C[C@@H]12	9%
COc1ccc(NC(=O)CCNS(=O)(=O)c2cccc3nonc23)c(OC)c1	15%
O=C1NCCCCCCN(Cc2ccccn2)[C@H]2CCC[C@@H]12	?
CC#CCn1cc2c3c(cccc31)[C@H](CC(C)C)N[C@H](C(=O)NCCN1CCOCC1)C2	?
CCOC(=O)c1c(SCC(=O)Nc2nc3ccccc3s2)nc(=O)[nH]c1C	?
COCC1CN(C)CC12CCN(Cc1cccnc1)CC2 (configuration not stated)	-2%
CC1CCC(C(=O)Nc2ccc(-c3nnc4n3CCCC4)cc2)CC1 (configuration not stated)	?
CN(C)[C@@H]1CN(C(=O)C2CCCCC2)CC[C@@H]1CO	i
CCCC(=O)NCC(c1ccc2c(c1)OCO2)N1CCN(c2ccc(F)cc2)CC1 (configuration not stated)	-18%
Cc1ccc(CNC(=O)CN2N=C(c3ccccc3)CCC2=O)cc1	-14%
COc1cccc(CN2CCCC(c3ccc(C(=O)O)cc3)C2)c1OC (configuration not stated)	-2%
CN(Cc1ccccc1)C(=O)C[C@@H]1CCNC[C@@H]1Cc1cc(-c2ccc(F)cc2)on1	-17%[44.1 µM]
O=C(O)c1cc(-c2ccccc2CO)cc(S(=O)(=O)N2CCCCCC2)c1	1%
CC(C)N1C[C@H](O)C[C@H]1c1nnc2n1CCN(C(=O)c1nccc3ccccc13)CC2	i
Cc1ccc(C)c(NC(=O)c2ccc3c(c2)CCN3S(=O)(=O)c2ccccc2)c1	-19%

7 entries picked at random from those above:
SMILES	Pf Dd2 growth
CC#CCn1cc2c3c(cccc31)[C@H](CC(C)C)N[C@H](C(=O)NCCN1CCOCC1)C2	?
CN(Cc1ccccc1)C(=O)C[C@@H]1CCNC[C@@H]1Cc1cc(-c2ccc(F)cc2)on1	-17%[44.1 µM]
Cc1ccc(CNC(=O)CN2N=C(c3ccccc3)CCC2=O)cc1	-14%
O=C1Nc2ccc(Br)cc2C(=O)N2CC[C@H](NS(=O)(=O)c3cccs3)C[C@@H]12	9%
CC(C)N1C[C@H](O)C[C@H]1c1nnc2n1CCN(C(=O)c1nccc3ccccc13)CC2	i
COc1ccc(NC(=O)CCNS(=O)(=O)c2cccc3nonc23)c(OC)c1	15%
CC1CCC(C(=O)Nc2ccc(-c3nnc4n3CCCC4)cc2)CC1 (configuration not stated)	?

The list goes on:
SMILES	Pf Dd2 growth
O=C(c1cnccn1)N1CCC(c2noc(C3CC3)n2)C1 (configuration not stated)	i[5.79 µM]
COCCn1ccc2c(OCC(=O)NCc3ccc(F)cc3)cccc2c1=O	33%[activator]
Cc1ccc(OCc2nnc(SCC(=O)Nc3ccccc3C(C)C)o2)cc1	9%
CC(C(=O)N1CCC(c2n[nH]c(=O)n2-c2ccccc2)CC1)c1ccccc1 (configuration not stated)	-2%
Cc1ccc([C@H]2C[C@@H](O)[C@@H](O)[C@@H]2NS(C)(=O)=O)cc1	-11%[44.1 µM]
COc1cccc(CC(=O)N[C@@H]2C[C@H](COc3cccc(C)n3)[C@@H](O)[C@H]2O)c1	-7%[44.1 µM]
Cc1ccc2c(ccn2CCNC(=O)Cn2nc3c(cc2=O)CCCCC3)c1	?

Assay outcomes from PubChem.
